Screens as filed in PubChem.
Nrf2 ARE act: activates Nrf2 signaling | AREc32 ARE-luciferase reporter (MCF7-derived line), luminescence, 24 h | Potency, µM (top dose mostly 46.1 µM), inactives show top-dose activation, most hits filed as activators | 410,000 compounds, 0.31% hits | AID 624171; further: potency means the concentration at half of the fitted maximal effect; % of control where 0% means no effect; nearly all actives have a fitted effect of over 65% in size
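For detection, Steady-Glo was added and plates sat 30 min at RT; before that, AREc32_Fluc cells grown overnight in OPTI-MEM/5% FBS had been treated with 23 nL compound for 24 hr at 37 deg C.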
Mm-Cpn inhibitor: M. maripaludis TRiC chaperonin inhibition; 330,000 compounds, 0.031% hits; purified Mm-Cpn ATPase, ADP Transcreener TR-FRET; AID 504842; Potency, µM (top dose mostly 76.9 µM), without a hit: at the highest dose activity, negative = inhibition, usual class: inhibitors; further: potency means the concentration at half of the fitted maximal effect; on the % scale 0 is the no-effect control and ±100 the full control effect; nearly all actives have a fitted effect of over 80% in size
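ATP (10 uM final) was added to archaeal chaperonin (25 nM final) after 10 min exposure to test compound at 37°C; after 30 min further incubation, ADP was detected by competitive TR-FRET.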
HepG2 viability: kills HepG2 cells in TGF-b inhibitor counter-screen. HepG2 CAGA-GFP viability, ATP luminescence, 18 h. Potency, µM (highest dose often 46.1 µM), for inactives: top-dose activity change, negative = cytotoxicity, most hits filed as cytotoxic. 410,000 compounds, 0.76% hits; further: potency means the concentration at half of the fitted maximal effect; some results filed as inactive show a strong effect at the top dose
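HepG2 CAGA-GFP cells (1000/well, DMEM with 1% FBS) received compound, then TGF-beta at 500 pg/mL final, and were incubated 18 hours at 37 degrees C. Viability was read by CellTiter-Glo luminescence. Media-only wells were set as complete cell-killing and DMSO as no toxicity.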
Abeta yeast res: restores growth of yeast expressing A-beta42 peptide; yeast expressing A-beta42, growth rescue, OD600, 48 h; response scale: 0% DMSO, 100% iron-clioquinol control; Potency, µM (series often up to 46.1 µM), inactives show top-dose growth rescue, most hits filed as activators; 410,000 compounds, 0.063% hits; further: potency means the concentration at half of the fitted maximal effect; nearly all actives have a fitted effect of over 55% in size
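Yeast A-beta toxicity model in growth medium with pinned compounds, 48 h at 30 C; growth read as absorbance at 600 nm. Normalized to FeCl3/clioquinol equimolar mix (positive) and DMSO (negative).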
pAkt inh: blocks phosphorylation of Akt; Neuro2A IGF-stimulated pAkt S473 HTRF, 20 min; hits give low values; 360,000 compounds, 0.32% hits; AID 651550; activity change, % for hits at 50 µM; in the data active means activity change below about -80%; inconclusive means mostly about -51% to -80%; further: on the % scale 0 is the no-effect control and ±100 the full control effect
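Neuro2A cells (4,500/well, DMEM with 0.5% FBS) were treated with compound at a single 50 µM final concentration, stimulated with 6 nM IGF for 20 min at 37 °C, and lysed. Phospho-Akt Ser473 was read by HTRF as 665/615 ratio ×10^4.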
Nrf2 inh: blocks Nrf2 signaling. A549 ARE-Fluc reporter, luciferase luminescence, 18-24 h. Potency, µM (series often up to 46 µM), without a hit: at the highest dose activity change, negative = inhibition, most hits filed as inhibitors. 360,000 compounds, 2.1% hits. AID 504444; further: potency means the concentration at half of the fitted maximal effect; on the % scale 0 is the no-effect control and ±100 the full control effect; nearly all actives have a fitted effect of over 60% in size
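In this cell-based qHTS, ARE-driven firefly luciferase in A549 cells reports Nrf2 activity; the luminescent signal after BugLite lysis is the measured value, with a prior CellTiter-Fluor read for cell health.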
CCT chaperon mod: changes cytosolic chaperonin activity; purified chaperonin ATPase assay, HTRF ADP detection, 30 min; activity change, % (test concentration not listed), hits read low; 360,000 compounds, 0.3% hits; AID 651819; in the data active means activity change below about -30%; further: on the % scale 0 is the no-effect control and ±100 the full control effect
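Nucleotide hydrolysis assay: TRiC at 20–40 nM final (set by batch activity) with 10 uM ATP, 30 min at 37 °C, in presence of 76 uM compound. Detection by competitive ADP HTRF, 30 min ambient.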
TGFb inhibitor: TGF-b pathway inhibition; HepG2 CAGA-GFP TGF-b/SMAD3 reporter, GFP fluorescence, 18 h; TGF-beta stimulated, 500 pg/mL final; Potency, µM (highest dose often 46.1 µM), inactives show top-dose activity, negative = inhibition, usual class: inhibitors; 410,000 compounds, 1.2% hits; AID 588855; further: potency means the concentration at half of the fitted maximal effect; on the % scale 0 is the no-effect control and ±100 the full control effect; nearly all actives have a fitted effect of over 65% in size
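HEPG2 CAGA-GFP, 1000 cells/well; 2 h settle, 37 C; cpd via pin tool; TGF-b 500 pg/mL final; 18 h, 37 C; GFP imaging ex488/em500-530; %Activity normalised to -TGF-b and +DMSO controls; CRC fit, curve class.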
A549 tox: A549 cytotoxicity, counter-screen for Nrf2 inhibitors | A549 ARE-Fluc cells, CellTiter-Fluor viability, 18-24 h | Potency, µM (highest dose often 46 µM), for the others: at the top dose activity change, negative = cytotoxicity, most hits filed as inhibitors | 390,000 compounds, 0.16% hits; further: potency means the concentration at half of the fitted maximal effect; on the % scale 0 is the no-effect control and ±100 the full control effect
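Cytotoxicity counterscreen: CellTiter-Fluor fluorescence was measured in A549 ARE_Fluc cells after 18-24 h of compound exposure in a concentration series. The subsequent BugLite luminescent read reports ARE-luciferase activity.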
* = called active by the depositor; & = joins results of further samples; [ ] = dose if it differs, or a comment. Unless noted, the call rests on the fitted dose curve; in most records, active means well fitted curve in the direction sought with a large enough effect; inconclusive means small, poorly fitted or top-dose-only effect, or another doubt; inactive means no such curve, though single readings can be large; an effect the other way counts as inactive or inconclusive.

`Cc1ccc(NS(=O)(=O)c2ccccc2)c(C)c1` gave HepG2 viability -5%, Nrf2 inh 1%, TGFb inhibitor 4% and A549 tox -4%.
For Cc1c(C(=O)OCC(=O)Nc2ccc(C(N)=O)cc2)cccc1[N+](=O)[O-] the results were Nrf2 ARE act 2.5%, Mm-Cpn inhibitor 2%, HepG2 viability 2%, Abeta yeast res -2%, pAkt inh inactive, Nrf2 inh inconclusive, CCT chaperon mod 1.1, TGFb inhibitor 31%[activator] and A549 tox -6%.
CCOC(=O)c1ccc(NC(=O)CSc2nc3c(c(=O)n2CC)SC(C)C3)cc1 (centres undefined) was read as Nrf2 ARE act 3.0%, Mm-Cpn inhibitor 0%, HepG2 viability -10%, Abeta yeast res -35%[inhibitor], pAkt inh inactive, Nrf2 inh 0%, CCT chaperon mod -3.2, TGFb inhibitor inconclusive and A549 tox 4%.
For COc1ccc(N(CC(=O)N/N=C/c2ccc(OC3CSC3)cc2)S(=O)(=O)c2ccccc2)cc1 the results were Nrf2 ARE act 3.8%, Mm-Cpn inhibitor 2%, HepG2 viability 0%, Abeta yeast res 8%, pAkt inh inactive, Nrf2 inh -2%, CCT chaperon mod -2.2, TGFb inhibitor inconclusive and A549 tox -10%.
CCOc1cc(CN2CCOCC2)cc(C(C)=O)c1 was read as Nrf2 ARE act -0.3%, Mm-Cpn inhibitor 2%, HepG2 viability 15%, Abeta yeast res -10%, pAkt inh inactive, Nrf2 inh 20%, CCT chaperon mod 0.5, TGFb inhibitor -8% and A549 tox -3%.
`Cc1cc2c(cc1S(=O)(=O)CCC(=O)N1CCN(c3ccccc3)CC1)OCC(=O)N2` gave Nrf2 ARE act 0.3%, HepG2 viability -25%, Abeta yeast res -8%, Nrf2 inh -6%, TGFb inhibitor 0% and A549 tox 7%.
For Cc1cc(-c2nnc(SCC(=O)Nc3c(C)cccc3C)n2N)n[nH]1 the results were Nrf2 ARE act -0.8%, Mm-Cpn inhibitor -1%, HepG2 viability 3%, Abeta yeast res 10%, pAkt inh inactive, Nrf2 inh 2%, CCT chaperon mod -1.2, TGFb inhibitor 4% and A549 tox -1%.
`CC(C)(C)n1nc2c(c1NC(=O)c1ccc(Br)o1)CS(=O)C2` (centres undefined) gave Nrf2 ARE act 0.3%, Mm-Cpn inhibitor 1%, HepG2 viability -13%, Abeta yeast res 8%, pAkt inh inactive, Nrf2 inh -5%, CCT chaperon mod -1.3, TGFb inhibitor 4% and A549 tox -17%.
O=C(Nc1ncc(Cc2ccc(SC(F)F)cc2)s1)c1ccc(OC(F)F)cc1 was read as Nrf2 ARE act 1.4%, Mm-Cpn inhibitor -5%, HepG2 viability -30%, Abeta yeast res 11%, pAkt inh inactive, Nrf2 inh inconclusive, CCT chaperon mod -0.1, TGFb inhibitor inconclusive and A549 tox -13%.
Screening O=S(=O)(Nc1nnc(C2CC2)s1)c1ccccc1 returned Nrf2 ARE act -0.6%, Mm-Cpn inhibitor 1%, HepG2 viability 8%, Abeta yeast res -5%, pAkt inh inactive, Nrf2 inh -4%, CCT chaperon mod 3.1, TGFb inhibitor 5% and A549 tox 2%.
Screening Cc1c(-c2cccc(Cl)c2)nc2ccccc2c1C(=O)OC/C(O)=C(\C#N)c1nc2ccccc2[nH]1 returned Nrf2 ARE act 4.0%, Mm-Cpn inhibitor -7%, HepG2 viability -14%, Abeta yeast res 14%, pAkt inh inactive, Nrf2 inh inconclusive, CCT chaperon mod -2.2, TGFb inhibitor 26% and A549 tox inconclusive.
`COc1ccc2[nH]c(=O)c(COC(=O)c3ccco3)cc2c1` gave Nrf2 ARE act 5.1%, Mm-Cpn inhibitor inconclusive, HepG2 viability -9%, Abeta yeast res 2%, pAkt inh -114%*, Nrf2 inh inconclusive, CCT chaperon mod -0.5, TGFb inhibitor -21% and A549 tox 0%.
Screening Cc1cccc(NC(=O)CSC2=Nc3ccccc3C3=NC(CCC(=O)NCc4ccco4)C(=O)N23)c1 (centres undefined) returned Nrf2 ARE act 3.3%, HepG2 viability -13%, Abeta yeast res -9%, Nrf2 inh -17%, TGFb inhibitor -2% and A549 tox 2%.
Cc1[nH]nc(-c2ccc(O)c(C)c2O)c1Oc1ccccc1 was read as Nrf2 ARE act 5.5%, Mm-Cpn inhibitor -2%, HepG2 viability -65%, Abeta yeast res -13%, pAkt inh inactive, Nrf2 inh 8%, CCT chaperon mod 0.6, TGFb inhibitor inconclusive and A549 tox -1%.
For COc1ccccc1OCCNC(=O)CCS(=O)(=O)c1ccccc1 the results were Nrf2 ARE act 0.0%, Mm-Cpn inhibitor 1%, HepG2 viability -8%, Abeta yeast res -9%, pAkt inh inactive, Nrf2 inh 6%, CCT chaperon mod -3.7, TGFb inhibitor -2% and A549 tox 15%.
C=CCOC(=O)Nc1c(C(=O)OC)[nH]c2ccc(Cl)cc12 was read as Nrf2 ARE act 3.9%, Mm-Cpn inhibitor -1%, HepG2 viability -29%, Abeta yeast res 10%, pAkt inh inactive, CCT chaperon mod 1.1, TGFb inhibitor inconclusive and A549 tox -2%.
Screening Cc1ccc(-c2cc(N)n[nH]2)cc1 returned Nrf2 ARE act 4.2%, Mm-Cpn inhibitor 0%, HepG2 viability -18%, Abeta yeast res -13%, pAkt inh inactive, Nrf2 inh inconclusive, CCT chaperon mod 1.6, TGFb inhibitor -20% and A549 tox -3%.
`CN(CCO)S(=O)(=O)c1ccc2c(c1)C(=NO)c1cc(S(=O)(=O)N(C)CCO)ccc1-2` gave Nrf2 ARE act 0.3%, Mm-Cpn inhibitor 1%, HepG2 viability -32%, Abeta yeast res 11%, pAkt inh inactive, Nrf2 inh -1%, CCT chaperon mod -1.0, TGFb inhibitor -2% and A549 tox -2%.
`CC1(C)CC(=O)c2cc(OCC(=O)NCCCN3CCN(c4ccccc4F)CC3)ccc2O1` gave Nrf2 ARE act -0.3%, Mm-Cpn inhibitor 0%, HepG2 viability -35%, Abeta yeast res 6%, pAkt inh inactive, Nrf2 inh 11%, CCT chaperon mod 1.5, TGFb inhibitor -14% and A549 tox 1%.
For COCCCNC(=O)CCCCn1c(=O)c2ccccc2n(CC(=O)Nc2ccc(C)cc2C)c1=O the results were Nrf2 ARE act -0.4%, HepG2 viability 0%, Abeta yeast res -5%, Nrf2 inh 10%, TGFb inhibitor -16% and A549 tox 0%.
COc1cc(C(=O)N2CCNC(=O)C2CC(=O)Nc2ccc(C)c(C)c2)cc(OC)c1OC (centres undefined) was read as Nrf2 ARE act -1.3%, HepG2 viability 1%, Abeta yeast res -9%, Nrf2 inh 1%, TGFb inhibitor -10% and A549 tox 1%.
Screening COCOCCn1cc(CN2CCS(=O)(=O)N(Cc3ccc(-c4ccc(Cl)cc4)cc3)C(C(C)C)C2=O)nn1 (centres undefined) returned Nrf2 ARE act -0.3%, HepG2 viability -20%, Abeta yeast res -11%, pAkt inh inactive, CCT chaperon mod 1.7 and TGFb inhibitor -4%.
Cc1cc(OCCSc2nnc(-c3cccs3)n2C)ccc1Cl was read as Nrf2 ARE act -0.1%, Mm-Cpn inhibitor -22%, HepG2 viability -10%, Abeta yeast res -5%, pAkt inh inactive, Nrf2 inh 6%, CCT chaperon mod 2.2, TGFb inhibitor -21% and A549 tox 3%.
Screening COc1ccc(OC)c(N2C(=O)CC(Cc3ccc(C)cc3)C2=O)c1 (centres undefined) returned Nrf2 ARE act -0.5%, Mm-Cpn inhibitor 3%, HepG2 viability -1%, Abeta yeast res 16%, pAkt inh inactive, Nrf2 inh 2%, CCT chaperon mod 1.0, TGFb inhibitor 0% and A549 tox 6%.
c1coc(CNc2ncnc3[nH]ncc23)c1 was read as Nrf2 ARE act inconclusive, Mm-Cpn inhibitor -3%, HepG2 viability -3%&13%, Abeta yeast res 5%, pAkt inh inactive, Nrf2 inh inconclusive, CCT chaperon mod -0.6, TGFb inhibitor inconclusive and A549 tox 0%.
COc1ccccc1NC(=O)CSc1nnc(NC(=O)C2CC2)s1 was read as Nrf2 ARE act -0.3%, Mm-Cpn inhibitor 1%, HepG2 viability -14%, Abeta yeast res -11%, pAkt inh inactive, Nrf2 inh -25%, CCT chaperon mod -1.6, TGFb inhibitor -5% and A549 tox -4%.
`COCCc1nc2ccc(C(=O)N(C)Cc3cccc(-n4nc(C)cc4C)c3)cc2o1` gave Nrf2 ARE act -0.4%, Mm-Cpn inhibitor 2%, HepG2 viability 3%, Abeta yeast res 1%, pAkt inh inactive, Nrf2 inh 10%, CCT chaperon mod 0.5, TGFb inhibitor 11% and A549 tox -5%.
`O=C1[C@@H](Oc2ccccc2)[C@@H](c2cnc3ccccc3c2)N1c1ccccc1` gave Nrf2 ARE act 3.8%, Mm-Cpn inhibitor -2%, HepG2 viability -22%, Abeta yeast res -18%, pAkt inh inactive, Nrf2 inh -1%, CCT chaperon mod 1.4, TGFb inhibitor 11µM* and A549 tox -10%.
For C[n+]1cccc(/C=N/NC(=O)CC23CC4CC(CC(C4)C2)C3)c1 the results were Nrf2 ARE act -1.2%, Mm-Cpn inhibitor 3%, HepG2 viability 0%, Abeta yeast res -36%[inhibitor], pAkt inh inactive, Nrf2 inh -7%, CCT chaperon mod 1.9, TGFb inhibitor 4% and A549 tox -8%.
